Bioassay records deposited in PubChem BioAssay by several laboratories.
BH1578 lux ind: quorum light induction in luxS cqsA deficient V. cholerae | V. cholerae BH1578 lux reporter, luminescence, 6 h | activation, % at 18.7 µM | hit rate 0.16% among 350,000; in the data active = activation mostly above about 9.7%, no sharp cut-off; also: not every result past the cut was called active; inactives centre near 0; reference of the scale not given here
FBA Mtb inh: inhibits M. tuberculosis FBA enzyme; P9WQA3; purified M. tuberculosis FBA, fluorescence read-out; inhibition, % at 1 µM; hit rate 2.3% among 360,000; AID 588726; in the data active = inhibition above about 27%;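 also: 0% = vehicle and 100% = reference inhibitor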
Target sequence (P9WQA3 whole entry, looked up): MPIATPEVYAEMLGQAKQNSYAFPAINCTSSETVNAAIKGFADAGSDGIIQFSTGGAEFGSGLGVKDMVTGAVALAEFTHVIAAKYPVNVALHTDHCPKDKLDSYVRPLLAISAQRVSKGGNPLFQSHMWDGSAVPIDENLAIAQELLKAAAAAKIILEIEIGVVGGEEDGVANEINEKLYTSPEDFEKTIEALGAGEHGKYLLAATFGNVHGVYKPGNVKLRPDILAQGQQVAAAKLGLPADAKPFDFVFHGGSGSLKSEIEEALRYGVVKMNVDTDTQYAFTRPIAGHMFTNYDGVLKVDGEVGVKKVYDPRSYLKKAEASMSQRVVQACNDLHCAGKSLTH
VHR inh abs: DUSP3 (human) phosphatase inhibition | recombinant VHR phosphatase, pNPP absorbance | inhibition, % at 13.3 µM | hit rate 0.52% among 290,000; in the data active = inhibition above about 50%; also: some compounds called inactive have numbers as strong as hits
Target sequence (P51452 whole entry, looked up): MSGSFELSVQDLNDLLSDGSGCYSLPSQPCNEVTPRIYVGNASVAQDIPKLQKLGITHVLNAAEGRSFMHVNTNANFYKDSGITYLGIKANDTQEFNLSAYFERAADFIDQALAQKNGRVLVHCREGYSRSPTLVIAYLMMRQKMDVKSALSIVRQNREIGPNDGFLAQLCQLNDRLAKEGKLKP
MazF activator: increases E. coli MazEF RNase cleavage of RNA; FAM/BHQ RNA-DNA oligo cleavage fluorescence, 5 h; hit rate 0.32% among 350,000; activation, % at 20 µM; P0AE70; AID 504720; in the data active = activation above about 50%
Target sequence (P0AE70 whole entry, looked up): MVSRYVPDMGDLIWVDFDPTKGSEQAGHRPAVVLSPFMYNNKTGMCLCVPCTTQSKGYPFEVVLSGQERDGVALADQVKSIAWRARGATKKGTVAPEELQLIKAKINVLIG
Mtb BioA inh: blocks M. tuberculosis BioA enzyme activity | inhibition, % at 9.99 µM | hit rate 0.096% among 360,000 | purified M. tuberculosis BioA enzyme, plate reader | AID 602481; in the data active = inhibition above about 40%
Rv3671c protease: inhibitors of M. tuberculosis serine protease Rv3671c. P9WHR9. inhibition, % at 5.96 µM. hit rate 0.048% among 320,000; in the data active = inhibition above about 38%;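 also: extracellular domain of Rv3671c used as enzyme; 0% = enzyme with DMSO and 100% = no enzyme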
Target sequence (P9WHR9 whole entry, looked up, the tested form may be a part): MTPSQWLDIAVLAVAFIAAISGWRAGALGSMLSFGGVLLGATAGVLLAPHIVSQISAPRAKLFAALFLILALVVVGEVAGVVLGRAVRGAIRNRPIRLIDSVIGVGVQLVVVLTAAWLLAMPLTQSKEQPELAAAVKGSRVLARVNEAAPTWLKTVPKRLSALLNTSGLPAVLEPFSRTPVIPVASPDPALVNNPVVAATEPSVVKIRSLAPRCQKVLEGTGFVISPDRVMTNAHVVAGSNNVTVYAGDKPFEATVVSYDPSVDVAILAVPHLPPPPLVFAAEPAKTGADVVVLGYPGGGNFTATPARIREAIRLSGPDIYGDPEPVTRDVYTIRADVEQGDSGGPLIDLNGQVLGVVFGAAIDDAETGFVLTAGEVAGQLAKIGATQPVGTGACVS
Mtb UGM inh: inhibitors of M. tuberculosis UDP-galactopyranose mutase; inhibition, % at 10 µM; hit rate 0.06% among 320,000; AID 504406; P9WIQ1; purified UGM, fluorescence polarization probe displacement; in the data active = inhibition above about 10%, passing the limit was not always enough
GDH-TPI counter: GDH-TPI coupled enzyme inhibition counter-screen; GDH-TPI coupled enzyme counterscreen, NADH absorbance; inhibition, % at 4.8 µM; hit rate 1.2% among 360,000; in the data active = inhibition above about 30%;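 also: 0% = DMSO wells and 100% = wells lacking the enzyme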
3CLpro inhibitor: SARS-CoV 3CLpro protease inhibition; P0C6X7; recombinant SARS-CoV 3CLpro, quenched FRET peptide cleavage; inhibition, % at 6 µM; hit rate 0.14% among 290,000; AID 1706; in the data active = inhibition above about 12%
PriA SSB inh: K. pneumoniae PriA-SSBct interaction inhibition; inhibition, % at 33 µM; hit rate 0.6% among 430,000; AlphaScreen SSBct-PriA binding, biotinylated peptide; in the data active = inhibition mostly above about 37%, no sharp cut-off; inactive = mostly below about 20%;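 also: plate controls were negative control peptide for no effect and reference peptide for full effect; strong numbers were not always called active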
Active calls of the source: *; i = inactive; x = no result given; & = joins results of further samples. The list is partial; rates above refer to the full screens.

Every second line gives: BH1578 lux ind	FBA Mtb inh	VHR inh abs	MazF activator	Mtb BioA inh	Rv3671c protease	Mtb UGM inh	GDH-TPI counter	3CLpro inhibitor	PriA SSB inh
CCc1ccc(CN(C)Cc2nc(-c3cccc(Cl)c3)no2)nc1
  i	-0.1	18.6	1.7	0.0	-0.9	0.7	-1.0	3.5	-9.4
O=S(=O)(Nc1nc2ccccc2nc1Nc1ccc2c(c1)OCO2)c1ccccc1
  -0.3	-0.9	30.5	0.3	-2.4	7.2	-0.5	1.5	0.7	-5.3
Cc1ccc2nc(NCCO)nc(-c3ccccc3)c2c1
  i	37.5*	11.9	1.1	-0.9	3.5	-0.7	0.0	0.9	-24.2
COC(=O)CCc1c(COC(C)=O)[nH]c(C(=O)OCc2ccccc2)c1C
  -0.6	-1.0	x	-12.0	x	-6.8	0.6	3.7	-3.8	-2.9
O=C1C(=O)N(CC2CCCO2)C(c2ccco2)/C1=C(/O)c1ccc(F)cc1 (configuration not stated)
  2.7	-4.1	28.8	-5.0	x	0.8	1.3	-3.1	6.8	x
CC[n+]1c(/C=C/c2ccc(OC(C)=O)c(OC)c2)ccc2ccccc21
  -1.4	4.1	-10.0	6.8	1.5	x	-0.6	25.0	-2.2	-20.5
COc1cc(C(=O)NCCc2ccc3c(c2)OCO3)cc(OC)c1OC
  -2.7	2.9	x	0.0	-2.3	x	x	3.5	x	-3.5
Cc1c(NC(=O)CCC2CCCCC2)cc(C(=O)N2CCOCC2)cc1[N+](=O)[O-]
  1.4	1.3	4.8	-7.9	x	2.4	2.0	11.2	-4.2	5.5
COC(=O)[C@H](CC(C)C)NC(=O)Cn1cnc2c(NCc3ccccc3)ncnc21
  i	-1.3	x	0.3	-1.4	x	x	-2.7	x	-11.2
COc1ccccc1NC(=O)CSc1ccc(-c2ccc(-n3cccn3)cc2)nn1
  -0.2	3.6	x	4.3	-1.7	-10.6	-0.1	-2.5	x	-0.2
O=C(CCC1CCCN(C(=O)c2ccc3c(c2)OCO3)C1)NCc1ccc(F)c(F)c1 (configuration not stated)
  x	-2.7	12.0	-4.2	x	-0.6	-0.3	-3.9	-2.3	-12.0
CC(C)N=C1SC(CC(=O)Nc2ccccc2)C(=O)N1C(C)C (configuration not stated)
  i	-0.3	6.9	3.1	x	-8.4	-2.3	0.8	0.1	-4.0
Cn1c(O)c(C=NC2CCCCCC2)c(=O)[nH]c1=S
  i	-7.8	15.1	-3.4	x	-5.4	-0.9	31.7*	1.2	-2.2
Cc1cccc(-c2nc(CS(=O)CC(=O)NCCc3ccccc3)c(C)o2)c1 (configuration not stated)
  i	1.7	7.4	3.7	x	10.3	-1.4	1.0	0.8	-8.5
Cc1cccc(OCC(=O)N(Cc2cccs2)C2CCS(=O)(=O)C2)c1 (configuration not stated)
  -1.0	-4.8	22.2	2.8	-2.6	0.5	-4.0	2.0	-0.3	1.0&-7.4
O=C1NCC(Nc2ccc(Cl)cc2)C(=O)N1 (configuration not stated)
  2.0	-1.4	x	7.4	1.3	x	x	0.9	x	-6.0
COc1ccc(C(=O)CSc2nnc(-c3ccoc3C)n2CC2CCCO2)cc1 (configuration not stated)
  1.4	0.2	15.3	-2.5	-8.4	-0.4	2.6	8.7	-1.5	-12.0
Nc1nnnn1CC(=O)OCc1cccc(Br)c1
  -1.7	1.7	3.5	-2.8	-1.2	-6.3	0.8	5.6	-0.7	-19.6
[N-]=[N+]=NC[C@H](Cc1ccccc1)N1CC[C@@H](O)CCC1=O
  i	-0.4	1.1	7.5	-0.3	-2.2	-0.2	-8.4	-3.0	-13.4
CCc1nn(CC(=O)NCCCN2CCCC2=O)c(=O)c2cc3sccc3n12
  i	0.2	6.6	-1.2	13.2	3.5	0.9	8.9	6.7	5.0
CCOC(=O)Cc1ccc(NC(=O)c2ccc(C(C)(C)C)cc2)cc1
  -1.0	0.3	-1.7	-5.4	-0.1	-8.5	2.0	5.3	3.7	-8.0
O=S(Cc1ccc(Br)cc1)Cc1nnc(SCc2ccc(Br)cc2)n1-c1ccccc1 (configuration not stated)
  -0.2	1.2	22.9	-0.7	x	-7.2	-1.1	1.8	9.8	-1.2
Cc1ccc(C(=O)CSc2nnc(-c3ccc4[nH]c(C)c(C)c4c3)o2)cc1C
  -1.7	-4.0	14.5	-6.3	-3.3	-6.2	-1.0	-0.9	1.3	-15.8
CC(=O)c1cccc(NC(=O)N2CCCC2C(=O)Nc2cccc(C)c2C)c1 (configuration not stated)
  i	-1.7	4.2	7.0	-0.1	-9.4	-1.0	-6.2	-3.0	-11.7
CCOc1ccc(C(=O)NCCc2cnc[nH]2)cc1OCC
  0.8	1.4	13.9	1.2	0.7	5.7	1.0	-1.4	3.9	1.9
O=C(Cc1cccs1)N(Cc1cccs1)C1(C(=O)NC2CCCC2)CCCCC1
  4.3	-7.0	19.6	-0.7	0.1	-6.6	-0.5	-15.5	4.9	-6.1
CC(=O)Nc1ccc(S(=O)(=O)N(C)CC(=O)OCC(=O)c2cc(C)n(-c3ccc4c(c3)OCO4)c2C)cc1
  i	-3.2	12.7	-9.8	0.3	-41.6	-2.8	-1.5	3.0	3.4
CCn1c(O)c(N=N)c2ccccc21
  0.1	-2.0	2.8	8.3	x	-13.1	0.9	0.9	-1.5	4.8
COC(=O)/C=C1/SC(=NC(=O)c2ccccc2)NC1=O
  -0.1	-3.6	4.7	4.3	x	-2.8	4.5	-9.3	7.1	0.2
CCCCCN(C(=O)CCC(=O)OCC(=O)N(CC)C1CCCCC1)c1c(N)n(CCCC)c(=O)[nH]c1=O
  0.0	2.7	x	1.4	-1.5	17.0	1.0	3.1	x	-0.3
Cc1ccc(N2C(=O)C3N=NN(CC(=O)N4N=C(c5ccccc5)CC4c4ccccc4)C3C2=O)cc1 (configuration not stated)
  -0.4	6.1	-12.0	-5.1	x	3.6	-0.8	0.3	-6.1	-8.2
Cc1c(/C=N\NC(=O)c2ccc(F)cc2)cnn1C
  -0.3	1.6	36.0	-1.5	x	-1.9	1.8	9.6	-1.4	x
COc1ccc(C/C(N)=N/OC(=O)Cc2ccccc2)cc1
  -0.4	-0.3	32.7	-0.8	1.3	-10.2	0.2	-8.3	0.4	x
COc1ccc(NC(=O)c2cc(C)nc3ccccc23)cc1S(=O)(=O)Nc1ccccc1Cl
  i	0.3	1.3	4.3	1.0	-3.1	2.1	3.0	1.3	-1.6
COc1ccc(/C=C/C2=Nc3ccccc3NC(C)(C)C2)cc1OC
  i	0.8	17.5	-18.6	x	11.7	-1.7	23.2	-1.9	-2.1
CCCC(=O)Nc1ccc(S(=O)(=O)N2CCOCC2)cc1
  -0.7	-4.0	112.6	2.4	-0.8	-2.5	-1.7	2.5	-0.4	7.0
COCCCN1C(=O)C(O)=C(C(=O)c2ccco2)C1c1cccc(Br)c1 (configuration not stated)
  -12.5	-2.4	-8.9	2.5	-0.5	-8.0	0.4	21.9	5.1	-9.7
Cc1nc2ccccc2c(=O)n1-c1cccc(O)c1
  x	-1.2	12.1	6.3	1.1	-1.9	-0.7	7.0	-1.4	-9.6
CCn1cc(CNC(=O)c2cccc([N+](=O)[O-])c2)c(C)n1
  -1.4	0.4	2.9	-0.6	0.0	4.7	-0.2	5.4	-0.6	-7.0
COC(=O)Nc1ncc(CN2C(=O)c3ccccc3C2=O)s1
  i	0.2	9.9	3.2	-0.8	9.1	-2.4	7.1	-3.7	-1.1
COc1ccc(N(C(=O)c2ccc(Cl)cc2)C2=CC3CCC(C2)N3C)cc1 (configuration not stated)
  -0.3	-4.5	-1.7	10.5	0.3	6.3	-1.3	-0.6	0.1	-8.4
CCc1nnc(NC(=O)CCS(=O)(=O)c2ccccc2)s1
  -0.2	-0.5	20.4	-9.6	-6.0	-1.4	-1.3	1.6	5.2	-15.1
NS(=O)(=O)c1ccc(N2C(=O)C(=O)/C(=C(/O)c3ccccc3)C2c2ccc(Cl)cc2)cc1 (configuration not stated)
  i	-3.3	4.3	-0.3	3.2	-1.1	6.1	38.8*	1.3	x
CSc1nc(C)c(CCOCc2ccc(F)cc2)c(=O)[nH]1
  -0.5	3.8	20.2	8.3	x	11.2	0.3	4.4	-4.4	-13.4
Cc1ccc(NC(=O)CSc2n[nH]c(-c3cccnc3)n2)c(Br)c1
  -0.4	1.5	17.1	8.6	2.7	9.0	-0.2	1.6	6.6	1.6
COc1ccccc1NC(=O)NCCN1CCCCC1
  i	-1.4	17.6	12.3	-0.8	-7.0	-1.9	6.4	-3.1	-10.0
Cc1csc(=O)n1CC(=O)Nc1nc2ccccc2s1
  -1.0	-0.5	x	8.6	0.2	-9.8	1.3	-6.7	x	-9.7
COCCNC(=O)C(c1ccc(F)cc1)N(Cc1cccs1)C(=O)CCC(=O)Nc1ccccn1 (configuration not stated)
  -0.5	-1.9	27.7	-4.7	-2.0	3.8	-1.2	4.2	2.3	-1.0
CCN1C(=O)[C@H]2[C@@H](c3ccc(SC4CCCCC4)cc3)N[C@@](CC(C)C)(C(=O)OC)[C@H]2C1=O
  i	0.8	x	5.1	1.1	-4.5	2.7	1.8	x	-2.7
COc1ccc(-n2nc(C(=O)NCC(=O)N3CCC(C)CC3)c3ccccc3c2=O)cc1Cl
  -0.6	1.8	-2.6	-0.4	0.9	-17.3	2.6	-1.9	-8.9	4.4
NC(=O)NC(CC(=O)Nc1cccnc1)c1cccc(Br)c1 (configuration not stated)
  1.2	0.7	-3.8	6.2	0.1	3.0	3.0	1.5	-0.6	-1.7
CCN(Cc1cnn(C)c1)C(=O)c1ccc2nc(Cc3cccc(Cl)c3)oc2c1
  -0.3	3.3	1.1	2.2	0.4	-3.2	1.6	14.0	0.9	5.2
Cc1c(C(=O)O)[nH]c2c1C(=O)CC(c1ccccc1)C2 (configuration not stated)
  0.0	-3.7	10.8	8.6	2.0	2.4	-2.3	9.7	3.7	-5.0
C=CCOn1c(=O)c(=O)n(OCc2ccccc2)c2ccccc21
  3.7	5.4	8.2	6.3	-1.3	-5.9	1.4	7.1	0.1	-4.8
CCO[C@@H]1OC(C(=O)O)=C[C@H](c2coc3ccccc3c2=O)[C@H]1CCCO
  -2.1	0.6	34.7	3.5	-6.5	-0.7	-0.9	10.3	-1.2	-11.4
CCc1ccc(NC2=NCCCS2)cc1
  0.0	0.4	30.6	6.6	-3.9	1.3	8.1	3.7	-1.9	-5.6
O=c1cc(N2CCc3ccccc3C2)[nH]c(=O)n1-c1ccccc1Cl
  i	-0.2	-1.9	5.7	-2.0	1.9	-3.4	0.0	3.3	-9.1
Cc1nc(N2CCN(c3ccccn3)CC2)c2c(C)c(C(=O)Nc3ccc(Br)cc3C)sc2n1
  -0.5	2.1	16.0	-15.9	-0.3	-12.8	-0.7	14.3	-5.3	-5.1
O=C(O)c1cc(S(=O)(=O)Nc2cccc3ccccc23)c(Cl)cc1Cl
  -0.2	0.4	-1.0	2.5	-1.2	-7.0	7.2	-5.5	-0.1	4.9
Cc1occc1C(=O)NC1CCCN(Cc2ccc(CC(C)C)cc2)C1 (configuration not stated)
  -0.1	-2.9	27.2	-6.3	0.1	9.2	3.3	6.9	-0.4	-4.0

3 neighbouring compounds out of the list so far, quoted:
Every second line gives: BH1578 lux ind	FBA Mtb inh	VHR inh abs	MazF activator	Mtb BioA inh	Rv3671c protease	Mtb UGM inh	GDH-TPI counter	3CLpro inhibitor	PriA SSB inh
Cc1nc(N2CCN(c3ccccn3)CC2)c2c(C)c(C(=O)Nc3ccc(Br)cc3C)sc2n1
  -0.5	2.1	16.0	-15.9	-0.3	-12.8	-0.7	14.3	-5.3	-5.1
O=C(O)c1cc(S(=O)(=O)Nc2cccc3ccccc23)c(Cl)cc1Cl
  -0.2	0.4	-1.0	2.5	-1.2	-7.0	7.2	-5.5	-0.1	4.9
Cc1occc1C(=O)NC1CCCN(Cc2ccc(CC(C)C)cc2)C1 (configuration not stated)
  -0.1	-2.9	27.2	-6.3	0.1	9.2	3.3	6.9	-0.4	-4.0
